HPDE-C7 viability – cytotoxicity in HPDE-C7 cells, cell-based, fluorescence, HTS (AID 430). HPDE-C7 pancreatic duct cells viability, fluorescence; higher % means a stronger effect. one-dose cytotoxicity, % at 10 µM; EC50 in µM for titrated hits. hit rate 1.8% among 63,000;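 also: cells exposed to compound for 48 hours before viability readout; 0% = vehicle and 100% = reference cytotoxic drug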
Alkaline phosphatase – human TNAP enzyme inhibitors, biochemical, luminescent (AID 518); purified TNAP enzyme, luminescent substrate readout; higher % means a stronger effect; hit rate 0.09% among 64,000; inhibition, % at 20 µM; hits with a dose series show IC50 in µM; in the data active = a potency from the dose series; inactive = the rest, 99 in 100 with inhibition below about 22%;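 also: plate controls were vehicle for no effect and reference inhibitor for full effect; many of its hits are not listed in these tables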
Spn MK inh – inhibitors of Streptococcus pneumoniae mevalonate kinase. hit rate 0.48% among 65,000. inhibition, % at 10 µM. AID 555. purified MK, PK/LDH-coupled NADH absorbance 340 nm;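 active = ranked among the strongest by inhibition in the single 10 µM screen, a fixed top-ranked set picked for dose follow-up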; also: no value below 0 was filed
PMK inhibit – blocks S. pneumoniae phosphomevalonate kinase; hit rate 0.49% among 65,000; inhibition, % at 10 µM; purified PMK, PK/LDH-coupled NADH absorbance 340 nm; AID 539;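 active = top-ranked compounds by inhibition in the single 10 µM screen, taking a fixed number of the strongest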;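 also: 0% = full reaction with DMSO carrier and 100% = background rate without enzyme reaction; no value below 0 was filed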
HPDE-C7K KRASV12 – viability loss of HPDE-C7K cells – cell-based, fluorescence, HTS, primary screen (AID 431) | hit rate 1.7% among 63,000 | HPDE-C7K KRASV12 cells, Alamar Blue viability, 48 h; higher % means a stronger effect | one-dose cytotoxicity, % at 10 µM; EC50 in µM for titrated hits;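 active = compounds whose percent cytotoxicity in the single-dose primary screen, scaled between solvent and toxic-drug controls, exceeds 50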;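 also: 0% = DMSO solvent wells and 100% = doxorubicin-treated wells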
Spn DPM-DC inh – inhibitors of Streptococcus pneumoniae diphosphomevalonate decarboxylase | purified DPM-DC, PK/LDH coupled NADH fluorescence | hit rate 0.49% among 65,000 | AID 556 | calls only at 10 µM;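 active = the 320 compounds with the highest percent inhibition in the single-dose primary screen, excluding strongly autofluorescent ones, cut at about 32% in these data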;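 also: kinetic rate of NADH fluorescence loss reporting ADP formed by the decarboxylase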
HT1080 viability – cytotoxicity in HT1080 fibrosarcoma cells, cell-based, fluorescence readout (AID 620). HT1080 viability, fluorescence; higher % means a stronger effect. cytotoxicity, % at 10 µM, or EC50 in µM where a hit was titrated. hit rate 0.42% among 87,000;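 also: cells exposed to compound overnight then 4 h with Alamar Blue; 0% = vehicle DMSO and 100% = killing control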
Bfl-1 inhibitors – displacement of Bid BH3 peptide from Bfl-1 – biochemical, fluorescence polarization, FITC-Bid, mouse, primary screen (AID 432); FITC-Bid BH3 peptide fluorescence polarization displacement; higher % means a stronger effect; displacement, % at 20 µM; hits with a dose series show IC50 in µM; hit rate 0.02% among 64,000; in the data active = a potency from the dose series; inactive = the rest, 99 in 100 with displacement below about 15%; also: strong numbers were not always called active
LYP inhibition – inhibition of human PTPN22 tyrosine phosphatase – biochemical, DiFMUP fluorescence, recombinant catalytic domain, 10 µM, primary screen (AID 606). recombinant LYP catalytic domain, DiFMUP fluorescence; higher % means a stronger effect. one-dose inhibition, % at 10 µM; IC50 in µM for titrated hits. 52,000 tested, under 10 active;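 active = IC50 under 40 µM in the dose-response test; inactive = IC50 of 40 µM or more, or never dose-tested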
PMK inhibit pilot replicates – recorded beside PMK inhibit, whose call it bears; inhibition, %; measured here: pilot screen replicates
Spn MK inh pilot replicates – also measured in Spn MK inh; calls as there; inhibition, %; measured here: pilot screen replicates
Spn DPM-DC inh pilot screen % – recorded beside Spn DPM-DC inh, whose call it bears; inhibition, %; measured here: pilot screen trials
* hit, by the source's call; i = inactive; x = not tested or not shown. Rule as the data show it, unless noted: active = cytotoxicity above about 50%; inactive = the rest.

SMILES	HPDE-C7 viability	Alkaline phosphatase	Spn MK inh	PMK inhibit	HPDE-C7K KRASV12	Spn DPM-DC inh	HT1080 viability	Bfl-1 inhibitors	LYP inhibition	others
O=S(=O)(c1ccccc1)N(C1=NCCS1)S(=O)(=O)c1ccccc1	1%	8%	10	12	2%	i	-3%	0%	12%
O=C(CCCn1c(=O)[nH]c2cc(Cl)ccc2c1=O)NCCCN1CCCC1=O	-38%	-5%	2	4	-20%	i	x	-11%	2%
Cc1cc(C(F)(F)F)c2c(N)c(C(=O)Nc3cc(C)on3)sc2n1	7%	12%	7	12	0%	i	-2%	-4%	-18%
O=C(O)CSCC(=O)Nc1cccc2ccccc12	-5%	3%	0	11	0%	i	10%	-2%	6%
O=C(c1ccc(O)cc1)c1ccc(Cl)cc1	13%	11%	7	3	20%	i	x	-3%	-4%
Cc1nc2c(-c3ccccc3)c(C)[nH]n2c(=O)c1Cl	24%	13%	7	18	23%	i	2%	-3%	10%	PMK inhibit pilot replicates=0.0;Spn MK inh pilot replicates=0.0;Spn DPM-DC inh pilot screen %=10
CCCCc1cc(=O)oc2c(CN(C)C)c(O)ccc12	x	2%	10	8	x	x	5%	-7%	4%
O=c1c2ccccc2n2nnnc2n1-c1ccccc1	-3%	4%	0	21	-2%	i	10%	1%	x
O=C(NCc1ccc(F)cc1)N[C@@H](Cc1ccccc1)C(=O)O	-28%	6%	7	9	-27%	i	0%	3%	-5%
O=C(CSc1nc(N2CCCCC2)nc(N2CCCCC2)n1)N1CCN(c2ccccc2)CC1	-6%	10%	4	5	-4%	i	-14%	-8%	5%
CN(CP(=O)(O)C(O)c1ccccc1)S(C)(=O)=O (stereo not given)	-7%	0%	9	9	-6%	i	-3%	0%	-20%
CC(C)c1ccc(C(=O)N2CCN(CCO)CC2)cc1	-11%	10%	8	0	-9%	i	0%	-12%	x
CCOC(=O)N1CCN(C(=O)c2cn(CC(C)C)c(=O)c3c2c2ccccc2n3C)CC1	-13%	2%	13	16	-4%	x	3%	-13%	0%
CCOc1ccc(-n2c(=O)[nH]cc(C(=O)N3CCCc4ccccc43)c2=O)cc1	-1%	7%	2	8	5%	i	5%	5%	14%
CCCCC(=O)Nc1ccc(NC(=O)c2cc(OC)c(OC)c(OC)c2)cn1	-10%	12%	2	9	-9%	i	15%	-3%	x
CN1CCN(c2nc(NCCOC34CC5CC(CC(C5)C3)C4)nc(OCC(F)(F)F)n2)CC1	-9%	7%	5	12	-14%	i	-22%	6%	x
COc1ccc(N2CCC(CNC(=O)Nc3ccc(C)c(C)c3)C2)cc1 (stereo not given)	5%	13%	6	6	3%	i	-2%	0%	x
COc1cc(OC)c(C2C(C(=O)O)c3ccccc3C(=O)N2C)cc1OC (stereo not given)	-4%	9%	2	12	2%	i	19%	-1%	-6%
CCOC(=O)N1CCN(S(=O)(=O)c2ccc(C)cc2)C1c1ccc(OC)cc1 (stereo not given)	-2%	15%	8	1	-1%	i	-3%	1%	x
Cc1ccc2[nH]c(-c3cccc(N)c3)cc2c1	-2%	10%	7	10	-17%	x	31%	0%	x
O=C1CC(Nc2ccc(N3CCOCC3)cc2)C(=O)N1C1CCCCC1 (stereo not given)	x	x	1	0	x	i	-6%	x	2%
Cc1ccc(CN2CCN(CC(=O)N3CCc4ccccc4C3)C2=O)cc1	-11%	1%	1	0	-20%	i	x	-18%	x
Cc1ccc(-n2cnc3c(sc4nccc(N(C)C)c43)c2=O)cc1	-2%	11%	11	6	12%	i	5%	0%	2%
O=C(CCCN1C(=O)c2ccccc2C1=O)NC1=NCCS1	3%	-2%	7	15	-6%	i	4%	3%	-1%
Cc1ccccc1CNC(=O)Nc1cccs1	-2%	7%	3	16	1%	i	6%	-1%	23%
CCOc1ccc(Cl)cc1S(=O)(=O)N1CCCC1	-17%	-4%	2	0	0%	i	14%	-3%	-2%	PMK inhibit pilot replicates=0.0;Spn MK inh pilot replicates=0.0;Spn DPM-DC inh pilot screen %=0.0
Cc1ccc(Cl)cc1-n1c(=O)cc(N2CC(C)OC(C)C2)[nH]c1=O (stereo not given)	-12%	9%	5	4	-2%	i	7%	-1%	-5%
CCSc1nnc(NC(=O)C2Cc3ccccc3CN2C(=O)c2ccco2)s1 (stereo not given)	1%	12%	0	11	-14%	i	-5%	5%	18%
O=C(Nc1ccc(-c2nc3cccnc3s2)cc1)c1ccco1	-17%	0%	0	0	-14%	x	10%	-7%	x
NC1(N)OC(CN2C(=O)c3ccccc3C2=O)CS1 (stereo not given)	-15%	6%	0	10	-16%	i	3%	-4%	5%
Cc1ccc(OCc2nc(C#N)c(N3CCN(Cc4ccccc4)CC3)o2)cc1	3%	9%	6	3	-6%	i	3%	1%	2%
COC(=O)c1cc(NCc2ccc3c(c2)OCO3)ccc1N1CCOCC1	x	5%	11	10	x	i	5%	-1%	6%
C=C(C)CN(CC)c1nc(N)c(C#N)c(CC#N)c1C#N	5%	9%	0	20	5%	i	-1%	-6%	-4%
COCc1nnc(NC(=O)c2cc(Cl)ccc2OC)s1	6%	2%	0	0	15%	i	2%	-5%	11%
COc1ccc(OC)c(S(=O)(=O)Nc2cc(Cl)cc(Cl)c2)c1	6%	6%	0	4	4%	i	0%	-4%	-1%
O=C(CCSc1nnc(-c2ccco2)o1)Nc1ccccc1	7%	7%	3	3	11%	i	12%	-8%	x
COc1ccccc1C(=O)N1CCCC(c2nc(-c3cc(OC)c(OC)c(OC)c3)no2)C1 (stereo not given)	-19%	9%	6	8	-1%	i	4%	-5%	4%	PMK inhibit pilot replicates=4.0;Spn MK inh pilot replicates=0.0;Spn DPM-DC inh pilot screen %=5.5
COc1cc(OC)cc(C(=O)N(Cc2nc(-c3cccc(C)c3)no2)C(C)C)c1	5%	16%	9	0	-7%	i	x	-2%	9%
NC(=O)c1c(NC(=O)c2cc3ccccc3o2)sc2c1CCC2	-8%	8%	0	9	22%	x	x	-6%	10%
CCOC(=O)CCc1c(C)c2ccc(OCc3nn[nH]n3)c(C)c2oc1=O	x	11%	6	9	x	x	-18%	6%	x

No new results follow: an excerpt of the list.
SMILES	HPDE-C7 viability	Alkaline phosphatase	Spn MK inh	PMK inhibit	HPDE-C7K KRASV12	Spn DPM-DC inh	HT1080 viability	Bfl-1 inhibitors	LYP inhibition	others
CCSc1nnc(NC(=O)C2Cc3ccccc3CN2C(=O)c2ccco2)s1 (stereo not given)	1%	12%	0	11	-14%	i	-5%	5%	18%
O=C(Nc1ccc(-c2nc3cccnc3s2)cc1)c1ccco1	-17%	0%	0	0	-14%	x	10%	-7%	x
NC1(N)OC(CN2C(=O)c3ccccc3C2=O)CS1 (stereo not given)	-15%	6%	0	10	-16%	i	3%	-4%	5%
Cc1ccc(OCc2nc(C#N)c(N3CCN(Cc4ccccc4)CC3)o2)cc1	3%	9%	6	3	-6%	i	3%	1%	2%
COC(=O)c1cc(NCc2ccc3c(c2)OCO3)ccc1N1CCOCC1	x	5%	11	10	x	i	5%	-1%	6%
C=C(C)CN(CC)c1nc(N)c(C#N)c(CC#N)c1C#N	5%	9%	0	20	5%	i	-1%	-6%	-4%
COCc1nnc(NC(=O)c2cc(Cl)ccc2OC)s1	6%	2%	0	0	15%	i	2%	-5%	11%
COc1ccc(OC)c(S(=O)(=O)Nc2cc(Cl)cc(Cl)c2)c1	6%	6%	0	4	4%	i	0%	-4%	-1%
O=C(CCSc1nnc(-c2ccco2)o1)Nc1ccccc1	7%	7%	3	3	11%	i	12%	-8%	x
COc1ccccc1C(=O)N1CCCC(c2nc(-c3cc(OC)c(OC)c(OC)c3)no2)C1 (stereo not given)	-19%	9%	6	8	-1%	i	4%	-5%	4%	PMK inhibit pilot replicates=4.0;Spn MK inh pilot replicates=0.0;Spn DPM-DC inh pilot screen %=5.5
COc1cc(OC)cc(C(=O)N(Cc2nc(-c3cccc(C)c3)no2)C(C)C)c1	5%	16%	9	0	-7%	i	x	-2%	9%

Further records.
SMILES	HPDE-C7 viability	Alkaline phosphatase	Spn MK inh	PMK inhibit	HPDE-C7K KRASV12	Spn DPM-DC inh	HT1080 viability	Bfl-1 inhibitors	LYP inhibition	others
C#CCN1CC(C)/C(=N/O)CC1C (stereo not given)	x	4%	8	7	x	i	3%	-6%	x
COc1cccc(C(=O)NCc2nnc(SCC(=O)Nc3nccs3)n2-c2ccccc2)c1	5%	10%	2	1	0%	i	1%	-4%	-4%	PMK inhibit pilot replicates=8.5;Spn MK inh pilot replicates=4.5;Spn DPM-DC inh pilot screen %=10
COc1ccc(CNc2oc(Cc3cccc4ccccc34)nc2C#N)cc1	x	12%	5	9	x	i	31%	-5%	3%
CCOc1cccc(CN2CCN(c3cccc(C(F)(F)F)c3)CC2)c1O	-3%	14%	4	4	2%	i	-8%	-1%	17%
O=C(N1CCCCC1)N1CCN(c2ccc(Cl)cc2)CC1	-17%	9%	0	0	-12%	i	5%	-2%	-5%
CCC(C)(C)n1nnnc1C(c1ccc2ncccc2c1)N1CCN2CCCC2C1 (stereo not given)	1%	12%	10	12	0%	i	-4%	0%	-2%
CCCOc1ccc(C(=O)NCc2ccco2)cc1	-10%	8%	5	0	-2%	i	-4%	1%	8%
O=C(CSc1nc2ccccc2c(=O)n1CC1CCCCC1)N1CCOCC1	8%	7%	0	6	1%	i	30%	-2%	x
CCN1CCN(c2ccc(NC(=O)c3ccc4c(c3)OCO4)cc2)CC1	-2%	10%	5	4	-3%	i	-2%	5%	-4%
O=C(Cn1cc2c(n1)CCCC2)NCc1cccc(Cl)c1	-3%	9%	0	17	-6%	i	-8%	9%	11%
COc1cccc(NC(=O)CNC(=O)c2ccc(F)cc2)c1	-1%	12%	6	1	-6%	i	1%	0%	8%
Cc1ccc(-n2cnnn2)c2cccnc12	8%	15%	5	3	14%	i	-7%	-4%	9%	PMK inhibit pilot replicates=6.5;Spn MK inh pilot replicates=0.0;Spn DPM-DC inh pilot screen %=0.0
COCCCn1c(SCC(=O)NC(C)C)nnc1-c1ccccc1	-3%	8%	5	17	-8%	i	4%	-1%	x
COc1ccc2c(c1)CCc1c(C(=O)NCc3ccc(F)cc3)noc1-2	-15%	9%	5	0	2%	i	1%	0%	10%
Cc1cccc(-n2c(=O)cc(N3CCN(c4ccc(F)cc4)CC3)[nH]c2=O)c1	-25%	14%	1	9	-4%	i	1%	3%	4%	PMK inhibit pilot replicates=0.0;Spn MK inh pilot replicates=0.0;Spn DPM-DC inh pilot screen %=0.0
CCCCN(C)C(=O)CS(=O)(=O)Cc1nc(-c2cccc(OC)c2)oc1C	-1%	12%	7	0	-5%	i	10%	4%	1%	PMK inhibit pilot replicates=4.0;Spn MK inh pilot replicates=0.0;Spn DPM-DC inh pilot screen %=1.0

Bioassay records: PubChem, several laboratories

This is a random part of the collection, and some 3.3% of all compounds hit somewhere here.
